# phage Ecoli inh: E. coli growth loss with phage present | actives 0.26% (n = 360,000) | growth absorbance | inhibition, % at 11.9 µM; in the data active = inhibition above about 11%
# Tat export inh: E. coli Tat transport inhibition; E. coli MC4100 TorA-mCherry Tat export, fluorescence; AID 488895; actives 0.036% (n = 340,000); inhibition, % at 10 µM;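 active = mean replicate inhibition at least 50% and at least half of replicates individually reaching 50%; inconclusive = only one of the two criteria met; inactive = neither criterion met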;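 also: exported cargo escapes ClpAP degradation while cytoplasmic cargo is degraded and loses fluorescence; 0% = median of neutral control wells and 100% = median of NaSCN control wells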
# CAL PDZ inh: inhibitors of human CAL PDZ peptide binding; actives 0.02% (n = 330,000); purified CAL PDZ, TMR-peptide fluorescence polarization, 1 h; AID 504414; inhibition, % at 20 µM; Q9HD26;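 active = highest replicate inhibition of at least 40%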;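 also: plate controls were DMSO neutral control wells for no effect and unlabeled competitor peptide control wells for full effect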
#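 Material – purified CerCALP PDZ construct · Detection – FP readout, S and P plane fluorescence · Measure – percent inhibition from loss of millipolarization · Controls – unlabelled peptide for full inhibition, DMSO wells as neutral · Probe or stimulus – TMR-labelled reporter peptide T*-PRC34 bound in PDZ groove · Times – 1 h at RT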
# AddAB inh: less growth of phage-infected E. coli with AddAB; actives 0.29% (n = 330,000); E. coli expressing H. pylori AddAB, absorbance growth; AID 435030; inhibition, % at 11.9 µM; in the data active = inhibition above about 12%;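 also: 0% = vehicle wells of infected cells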
# PfHsp90 yeast 2: reduces growth (ATP signal) of yeast expressing P. falciparum Hsp90; S. cerevisiae expressing PfHsp90, BacTiter-Glo ATP, 48 h; yeast lacking PDR1 and PDR3 efflux regulators; inhibition, % at 9.4 µM; actives 0.32% (n = 310,000);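 active = every replicate shows inhibition above about 80%, whatever the replicate mean, limit read from the data; inconclusive = mean inhibition reaches the set limit but some replicate falls short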;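 also: 0% = DMSO neutral controls and 100% = 20 µM radicicol positive controls; yeast relying on Plasmodium falciparum Hsp90 in place of its own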
# PvdQ inh: P. aeruginosa PvdQ acylase inhibition; purified PvdQ acylase, fluorescence plate reader; inhibition, % at 10 µM; actives 0.063% (n = 340,000); AID 488965; in the data active = inhibition above about 30%, passing the limit was not always enough; inconclusive = no clear call, values can overlap the other calls;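 also: 0% = vehicle neutral wells and 100% = reference inhibitor wells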
# Wnt bcat act: activates Wnt/beta-catenin signaling in a reporter cell assay; activation, % at 9.35 µM; AID 743398; activator, plate reader; actives 1.2% (n = 300,000); in the data active = activation above about 30%, passing the limit was not always enough; inconclusive = no clear call, values can overlap the other calls;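 also: 0% = neutral control wells and 100% = positive control wells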
# Rtt109 Vps75: C. albicans Rtt109 histone acetyltransferase inhibition; actives 0.16% (n = 330,000); purified Rtt109/Vps75, ThioGlo CoA-SH fluorescence, 4 h; inhibition, % at 34.9 µM; Q5AAJ8; AID 540336;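 active = inhibition of at least 50% in every replicate; inconclusive = best replicate reaches 50% inhibition but some replicates fall short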
# Target sequence (Q5AAJ8 whole entry, looked up): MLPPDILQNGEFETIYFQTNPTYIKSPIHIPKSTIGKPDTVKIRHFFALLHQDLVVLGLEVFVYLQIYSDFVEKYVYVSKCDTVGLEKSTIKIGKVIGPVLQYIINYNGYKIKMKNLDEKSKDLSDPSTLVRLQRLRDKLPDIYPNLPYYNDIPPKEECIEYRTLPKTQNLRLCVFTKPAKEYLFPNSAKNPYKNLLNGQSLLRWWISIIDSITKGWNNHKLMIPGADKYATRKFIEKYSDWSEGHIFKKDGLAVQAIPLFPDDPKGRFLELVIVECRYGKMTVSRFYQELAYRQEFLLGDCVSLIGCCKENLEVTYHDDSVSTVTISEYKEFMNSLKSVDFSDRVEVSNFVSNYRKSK
# DAGLB inhibitor: blocks human DAGLB lipase activity; Q8NCG7; HEK293T DAGLB membrane lysate, EnzChek fluorogenic substrate; inhibition, % at 5.17 µM; actives 0.059% (n = 340,000); AID 504411; in the data active = inhibition above about 34%;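 also: 0% = enzyme with vehicle and 100% = wells lacking enzyme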
# Target sequence (Q8NCG7 whole entry, looked up): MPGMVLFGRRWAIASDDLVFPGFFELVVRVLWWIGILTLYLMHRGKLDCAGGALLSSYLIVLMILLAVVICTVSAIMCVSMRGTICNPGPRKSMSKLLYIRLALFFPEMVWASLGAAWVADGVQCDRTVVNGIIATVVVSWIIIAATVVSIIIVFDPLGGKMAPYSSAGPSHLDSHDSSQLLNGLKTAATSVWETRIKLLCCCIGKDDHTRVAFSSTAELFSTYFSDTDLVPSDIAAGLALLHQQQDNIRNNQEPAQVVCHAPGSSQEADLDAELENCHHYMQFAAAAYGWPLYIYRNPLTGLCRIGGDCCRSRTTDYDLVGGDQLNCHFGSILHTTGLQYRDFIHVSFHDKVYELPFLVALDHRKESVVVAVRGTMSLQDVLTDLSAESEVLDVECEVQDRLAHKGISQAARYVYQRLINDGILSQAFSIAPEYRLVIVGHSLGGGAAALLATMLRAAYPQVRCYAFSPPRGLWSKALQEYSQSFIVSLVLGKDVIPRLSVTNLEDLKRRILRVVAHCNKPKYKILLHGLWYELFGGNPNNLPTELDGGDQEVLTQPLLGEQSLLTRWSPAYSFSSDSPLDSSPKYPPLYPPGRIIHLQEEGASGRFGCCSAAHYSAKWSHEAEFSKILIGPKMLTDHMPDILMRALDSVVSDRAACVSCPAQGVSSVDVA
# Ecoli viability: counter-screen for AddAB inhibitors: E. coli growth inhibition. E. coli V3065 growth, OD600 absorbance, 18 h. inhibition, % at 11.9 µM. actives 0.27% (n = 330,000);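 active = inhibition above the campaign's mean inhibition across all tested compounds plus 3 SD, cut at about 9.9% in these data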;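 also: uninfected addAB+ strain grown without phage in ampicillin broth; 0% = DMSO wells and 100% = ciprofloxacin 0.95 µg/ml wells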
# An asterisk follows results filed as active; ? = inconclusive; nt = no result given.
# Every second line gives: Ecoli viability	Wnt bcat act	PfHsp90 yeast 2	DAGLB inhibitor	PvdQ inh	phage Ecoli inh	Rtt109 Vps75	AddAB inh	Tat export inh	CAL PDZ inh
> CC(C)(c1cc(Cl)c(O)c(CN2CCOCC2)c1)c1cc(Cl)c(O)c(CN2CCOCC2)c1
  nt	-2.5	-14.2	-3.7	-11.4	3.1	0.5	nt	-5.3	0.2
> COc1cc(-c2noc(C)c2C#Cc2nccn2C)cc(OC)c1OC
  0.2	-4.6	8.4	-3.8	0.7	3.9	-0.4	0.0	-11.8	-3.2
> COCCNS(=O)(=O)c1cc(Br)ccc1OC
  -1.1	nt	8.0	-0.9	0.3	1.3	2.9	-0.9	7.4	-0.8
> COc1ccc2[nH]c(=O)c(CN(C(=O)c3cccnc3)c3ccc(C)c(C)c3)cc2c1
  1.5	-4.7	-1.4	0.9	-6.3	0.3	2.1	3.6	2.4	-0.4
> CC1CN(C(C)C(=O)NC(c2ccccc2)c2ccccc2)CC(C)O1 (stereo unspecified)
  -0.8	0.4	-27.7	-0.2	-9.2	2.0	-6.0	4.8	1.7	-2.2
> COc1ccc(/C=N/NC(=O)CNC(=O)/C=C/c2ccco2)cc1OC
  -1.2	-0.9	-19.5	0.2	-8.3	1.2	0.9	1.6	1.0	-0.9
> COc1cc(NC(=O)c2ccc(NC3=NC4CS(=O)(=O)CC4S3)cc2)cc(OC)c1 (stereo unspecified)
  0.3	-3.2	0.9	-3.8	8.1	-0.3	7.9	4.7	-6.4	-0.7
> CCOCC(=O)Nc1ccc(S(=O)(=O)NCC2CCCO2)cc1 (stereo unspecified)
  -2.4	-0.9	12.1	-0.1	-17.5	3.2	-11.6	1.2	-4.8	18.0
> Cc1ccc(NC2=C(Cl)C(=O)OC2OC(C)C)c(C)c1 (stereo unspecified)
  -1.2	nt	5.3	-5.0	-0.8	4.6	23.2	-0.2	-4.6	-0.7
> O=[N+]([O-])c1ccc(CSc2ccc(-c3ccccn3)nn2)cc1
  2.8	-3.5	8.4	-4.0	12.1	1.5	5.3	2.6	1.1	-2.6
> CCCCNC(=O)c1ccc(CS(=O)(=O)c2ccc(C)cc2)o1
  2.4	-1.2	-27.5	-0.9	-7.8	1.5	0.4	1.8	-0.7	-1.1
> CCC(C)NC(=O)COC(=O)c1ccc(Cl)cc1O (stereo unspecified)
  -0.3	-1.6	3.4	-1.8	9.0	5.0	4.9	-0.6	11.7	-2.7
> COc1cccc(NC(=O)COC(=O)Cc2ccc(Br)cc2)c1
  1.5	-0.8	7.5	-1.8	-1.7	2.1	-1.6	-0.7	12.4	-0.2
> COC(=O)C(CC(C)C)NC(=O)c1cc(OC)c(OC)c(OC)c1 (stereo unspecified)
  0.0	1.7	nt	0.1	-13.6	3.1	-7.7	0.4	1.2	nt
> CCOC(=O)C(CCCP(=O)(c1ccccc1)c1ccccc1)(NC(C)=O)C(=O)OCC
  -0.7	1.8	5.2	-1.2	-14.5	-0.2	-5.3	-0.2	2.0	1.1
> Cn1c(SCc2c(F)cccc2Cl)nc2c(c1=O)SCC2
  -1.8	-0.3	-2.6	-4.5	3.1	1.8	-10.1	-0.5	4.2	0.0
> CCOc1ccc2c(c1)C(N(CCN1CCOCC1)C(=O)Nc1ccc(OC)cc1OC)CC(C)(C)O2 (stereo unspecified)
  0.2	-2.3	4.2	-1.8	-5.4	1.5	-2.9	1.6	0.9	-2.8
> O=[N+]([O-])CC(c1ccccc1)P(=O)(c1ccccc1)c1ccccc1 (stereo unspecified)
  -0.9	0.1	-7.1	-0.9	-17.7	0.8	4.3	0.2	-12.0	-0.8
> O=C(NCc1ccccn1)c1ccc(=O)oc1
  0.5	nt	1.3	-0.8	8.7	1.4	-6.7	3.4	-14.0	-1.0
> CN(CC(=O)Nc1cccc(F)c1)C(=O)c1cc(-c2cccs2)nn1-c1ccccc1
  1.1	-4.9	-14.7	-1.9	11.5	0.5	16.4	1.3	5.1	-0.5
> COc1ccc(-c2nc3ncccn3c2Nc2ccc3c(c2)OCCO3)cc1
  nt	25.6	-11.7	1.2	-5.4	1.6	6.8	nt	3.9	-2.3
> CCC(=O)Nc1c(-c2cccs2)c(=O)c2ccccc2n1C
  -0.6	-1.6	4.9	3.0	-6.0	1.9	8.4	2.5	-0.1	-1.1
> Cc1ccc(OCCSc2ncnc3nc[nH]c23)cc1
  3.3	nt	-15.9	-3.1	-31.9	1.7	0.6	1.9	2.4	-1.3
> O=C(CN1CCN(Cc2ccccc2)CC1)c1ccc(Br)cc1
  nt	0.1	nt	0.6	-3.0	0.1	-13.6	nt	-1.8	-2.5
> O=S1(=O)CCOC[C@H](Cc2ccccc2)N1Cc1ccccc1Br
  nt	-1.4	10.2	-9.2	-1.3	1.7	1.9	nt	7.7	-0.3
> Cc1ccnc(NS(=O)(=O)c2ccc(NC(=O)CCc3ccccc3)cc2)n1
  1.2	-2.0	2.8	0.2	10.4	1.2	12.5	-0.3	-2.1	-0.2
> Cc1cccc2cc3c(N)c(C(=O)Nc4ccc(N5CCOCC5)cc4)sc3nc12
  -1.6	nt	-10.6	13.8	-0.9	0.6	12.5	0.1	7.1	1.4
> O=C(Nc1nnc(-c2ccccc2)o1)c1cccc(S(=O)(=O)N2CCOCC2)c1
  -6.6	-2.4	-45.0	3.5	-13.0	-3.8	1.9	-6.4	-1.1	-1.3
> Cc1ccc(N2C(=O)N(CC(=O)N3c4ccccc4CC3C)C(=O)C2C)cc1 (stereo unspecified)
  nt	-0.1	10.5	-2.6	-10.5	2.5	-8.1	nt	2.9	-1.3
> O=[N+]([O-])c1ccc(COc2cccc(CN3CCOCC3)c2)cc1
  nt	0.7	14.3	-0.5	-20.4	0.4	-3.2	nt	2.3	0.1

# The listing continues.
# Every second line gives: Ecoli viability	Wnt bcat act	PfHsp90 yeast 2	DAGLB inhibitor	PvdQ inh	phage Ecoli inh	Rtt109 Vps75	AddAB inh	Tat export inh	CAL PDZ inh
> CCn1cc(S(=O)(=O)CC(=O)Nc2ccc(OC)cc2)c2ccccc21
  -0.3	-1.6	2.1	-4.5	10.3	1.9	-2.1	-3.7	-6.3	-1.6
> COc1ccc(CN2C(=O)c3cccnc3C2=O)cc1S(=O)(=O)NCc1ccco1
  0.0	-1.1	-23.8	-0.7	-12.9	2.8	-5.0	2.9	-4.1	-1.0
> Cc1ccc(-n2cccc2/C=C2\C(=N)N3N=C(C(C)C)SC3=NC2=O)cc1
  0.4	6.7	-64.8	7.0	-7.9	1.5	31.6	-0.7	6.9	-3.2
> CCCc1nc2sc3c(c2c(=O)n1NC(=O)c1ccco1)CC(C)(C)OC3
  -1.2	-1.7	2.2	0.2	12.1	4.9	12.8	1.0	-12.9	-1.9
> Cc1ccc2c(c1)-n1c(nc3cc(Cl)ccc3c1=O)C(CC(C)C)NC2=O (stereo unspecified)
  -2.5	-2.6	nt	nt	nt	1.8	nt	-1.1	nt	nt
> O=C(CN1C(=O)NC2(CCCc3ccccc32)C1=O)NC1CCCCC1 (stereo unspecified)
  0.2	0.5	-19.7	5.1	-9.9	3.0	-9.0	0.8	-3.9	-1.2
> CCCn1c(N)c(N(CCOC)C(=O)CSCC(=O)Nc2ccc(C)cc2)c(=O)[nH]c1=O
  -1.9	1.3	8.7	0.8	-10.7	1.6	-16.6	-2.1	-1.7	-1.0
> CNc1nc(Cl)nc2c1ncn2-c1ccccc1
  nt	7.7	0.5	-1.6	-2.4	3.3	0.9	nt	0.0	-0.6
> CCN(CC)S(=O)(=O)c1ccc2nnn(OCC(=O)Nc3cccc(C#N)c3)c2c1
  -2.5	-5.0	nt	-2.5	-10.0	2.4	-10.0	-1.6	9.2	nt
> CCOc1ccc2nc(SCC(=O)NCC3CCCO3)sc2c1 (stereo unspecified)
  -0.6	8.0	nt	0.0	0.5	3.0	-5.8	1.4	-4.9	-0.1
> CCCN(CCC)CCNC(=O)c1cc2c(=O)n(C)c3ccccc3c2n1C
  1.9	1.9	5.1	1.2	1.4	1.5	5.5	2.9	7.0	-1.8
> CCN(CC)CCN(C(=O)c1ccc2c(c1)CCCC2)c1nc2ccc(F)cc2s1
  -0.7	12.0	2.2	-9.1	-5.3	4.5	-3.6	1.1	8.6	-3.4
> O=C(COc1ccccc1)Nc1ccc(C(=O)N2CCCC2)cc1
  -1.4	-0.8	12.2	-1.3	2.8	1.6	28.7	1.0	-4.8	-2.3
> COc1cccc(C(=O)CC(=O)C(=O)Nc2cc(Cl)c(OC)cc2OC)c1
  -1.8	?	-8.6	2.0	4.8	2.1	10.8	-0.6	-4.7	1.0
> O=C(c1cncc(Br)c1)N1CCCc2ccccc21
  -0.3	nt	21.0	3.1	2.2	-1.9	11.0	2.4	14.7	-2.9
> CS(=O)(=O)Nc1ccc(C2=NN(C(=O)c3ccccc3)C(c3cccs3)C2)cc1 (stereo unspecified)
  -0.7	0.9	-3.2	-0.3	14.8	1.2	-1.1	-1.2	3.9	-0.8
> COc1cccc(C(=O)OC(C)C(=O)Nc2ccc3c(c2)OCO3)c1 (stereo unspecified)
  -1.1	0.0	23.8	0.1	-7.6	2.9	2.7	0.8	8.0	-1.5
> C#CC[N+](C)(C)CC#Cc1ccc(C)cc1
  2.1	-3.4	-35.7	-0.2	-0.3	3.9	13.3	0.2	1.9	-2.6
> Cc1ccsc1C(=O)NNC(=O)c1ccncc1
  nt	1.1	7.9	0.1	11.3	1.7	-6.2	nt	-8.2	-2.1
> O=C(COC(=O)C1CC2C=CC1C2)NCCc1ccccc1 (stereo unspecified)
  0.2	1.7	22.5	-0.4	-8.6	1.4	-25.1	-1.4	-7.4	0.4
> CCOc1ccc(C(C(=O)NC2CCCCC2)N(C(=O)c2csnn2)C2CC2)cc1 (stereo unspecified)
  1.8	0.8	0.2	-1.2	14.4	-0.1	6.5	4.1	5.9	-1.1
> COC(=O)CNC(=O)c1ccc2c(c1)S(=O)(=O)c1ccccc1C2=O
  2.4	0.8	-54.7	-0.5	-7.6	0.7	6.3	1.3	-4.8	0.1
> C[C@H](CO)N1C[C@H](C)[C@H](CN(C)S(=O)(=O)c2ccccc2)Oc2c(NS(C)(=O)=O)cccc2C1=O
  1.1	-3.9	12.7	-0.8	-13.5	3.3	4.9	4.6	1.6	-0.3
> COc1cc(C(=O)Nc2ccc(C(=O)c3cccs3)cc2)cc(OC)c1OC
  2.4	-0.8	-6.1	-2.0	-5.4	-0.9	5.6	5.0	1.0	-4.5
> [O-][n+]1onc2c1CCc1nnccc1-2
  -0.7	nt	-3.9	0.3	-2.8	2.3	-2.5	0.8	-1.6	-1.0
> Clc1ccc(CN2CCN(c3ccccc3)CC2)cn1
  -2.5	-2.6	nt	-12.7	-1.1	2.5	3.7	-0.5	2.8	13.9
> O=C(Nc1nncs1)c1ccccc1Br
  -0.6	nt	-12.6	2.9	-14.3	1.6	1.8	4.6	3.5	0.6
> NS(=O)(=O)c1ccc(CCNC(=O)c2ccc3c(c2)N(Cc2ccccc2)CCS3)cc1
  -3.6	-4.1	0.3	4.3	-11.8	2.0	-11.2	3.7	-5.0	-1.7
> O=C(O)C1CCN(C(=O)NC2CCCCC2)CC1
  0.7	nt	11.5	-0.9	-5.6	1.4	0.0	1.2	6.4	0.2

# High-throughput results deposited in PubChem BioAssay by several laboratories.
